Screening data as filed in PubChem BioAssay.
ARNT-TACC3 inh: disruptors of ARNT/TACC3 protein interaction, primary screen, biochemical, AlphaScreen, single concentration | inhibition, % at 9.99 µM | 390,000 tested, 0.66% active | AlphaScreen His-ARNT PAS-B/GST-TACC3 binding, luminescence; TACC3 fragment carries E629A point mutation | AID 623870, 2012;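 active = mean inhibition of replicates at least 50% and at least half of replicates each reaching 50%; inconclusive = half or more replicates reach 50% but mean below 50%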;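 note: 0% = complete ARNT plus TACC3 wells and 100% = ARNT alone without TACC3; many hits fall short of the cut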
Statin myotox sup: suppressors of statin myotoxicity in C2C12 myotubes, primary screen, cell-based, single point, plate reader; C2C12 myotubes + simvastatin, ATP luminescence, 48 h; scaled: DMSO 0, geranylgeraniol control 100; rescue of ATP level, % at 7.49 µM; 330,000 tested, 0.78% active; AID 602340, 2012;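 active = mean ATP rescue above about 67%, or every replicate alone reaching that limit, limit read from the data, passing the limit was not always enough; inconclusive = no clear call, values can overlap the other calls; inactive = mean under the limit and some replicate under it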;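 note: myotubes were challenged with 10 µM simvastatin during compound exposure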
SIRT5 block: SIRT5 desuccinylase inhibitors, primary screen, biochemical, fluorescence imaging, single point, set 5; inhibition, % at 15 µM; 330,000 tested, 1.1% active; Purified SirT5, succinyl-peptide AMC, trypsin-coupled fluorescence; in the data active = inhibition above about 15%; inconclusive = no clear call, values can overlap the other calls
Target sequence (Q9NXA8 whole entry, looked up): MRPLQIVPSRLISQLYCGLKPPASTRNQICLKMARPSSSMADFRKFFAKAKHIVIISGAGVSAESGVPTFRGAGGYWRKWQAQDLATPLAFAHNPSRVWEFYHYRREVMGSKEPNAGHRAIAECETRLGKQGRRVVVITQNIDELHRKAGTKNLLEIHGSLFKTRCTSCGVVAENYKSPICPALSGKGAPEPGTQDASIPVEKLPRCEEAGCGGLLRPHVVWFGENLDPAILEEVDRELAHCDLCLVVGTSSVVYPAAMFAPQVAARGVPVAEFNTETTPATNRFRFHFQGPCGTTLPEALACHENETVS
Cneo AK release: Cryptococcus neoformans cell lysis inducers, primary screen, AK release luminescence, single concentration; C. neoformans lysis, adenylate kinase release luminescence, 4 h; normalised: neutral wells 0, clomiphene wells 100; 360,000 tested, 0.2% active; lysis activity, % at 15 µM;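 active = mean lysis activity across replicates of at least 80%, whatever share of replicates individually reach that level; inactive = mean lysis activity below 80%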
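Schedule: static 4 h at 37 °C with compound, 1 h detection; system: C. neoformans cells; benchmarks: Clomiphene as positive control; buffer or medium: fresh YPD medium; measure: luminescence rise reflecting yeast cell lysis; measured by: luminescent adenylate kinase detection reagent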
esBAF inh: Bmi1 luciferase reporter increase in mESCs, primary screen, esBAF inhibitor project, mouse ES cells, Bmi1 luciferase knock-in, single point | AID 602393, 2012 | 24 h; 100% = twice the neutral-well signal | 350,000 tested, 2% active | reporter increase, % at 12.5 µM; in the data active = activation above about 40%; inconclusive = no clear call, values can overlap the other calls;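 note: 0% = median of the plate's neutral control wells and 100% = double that signal; a rise in the Bmi1 reporter signal indicates esBAF inhibition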
miR-122 sensor: miR-122 Renilla sensor signal increase in Huh7, primary screen, miR-122 inhibitor project, cell-based, single point, plate reader. 340,000 tested, 0.3% active. activation (reporter increase), % at 12.5 µM. AID 602342, 2012. Huh7 miR-122 Renilla luciferase sensor, 48 h; neutral wells = 0, positive control = 100;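 active = mean replicate activation score at least 90 and every replicate individually at or above 90; inconclusive = only one of the two criteria met; inactive = neither criterion met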;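 note: higher luciferase means less miR-122 activity so hits act as miR-122 inhibitors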
ERp5 inh: inhibitors of ERp5-driven insulin aggregation, primary screen, biochemical, turbidity, absorbance 650 nm, single point; AID 651711, 2012; inhibition, % at 9.99 µM; 90 min; 350,000 tested, 0.05% active;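 active = mean replicate inhibition above about 25%, with every replicate also reaching it, limit read from the data, passing the limit was not always enough; inconclusive = only one of those two criteria met; inactive = neither criterion met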
Target sequence (Q15084 whole entry, looked up): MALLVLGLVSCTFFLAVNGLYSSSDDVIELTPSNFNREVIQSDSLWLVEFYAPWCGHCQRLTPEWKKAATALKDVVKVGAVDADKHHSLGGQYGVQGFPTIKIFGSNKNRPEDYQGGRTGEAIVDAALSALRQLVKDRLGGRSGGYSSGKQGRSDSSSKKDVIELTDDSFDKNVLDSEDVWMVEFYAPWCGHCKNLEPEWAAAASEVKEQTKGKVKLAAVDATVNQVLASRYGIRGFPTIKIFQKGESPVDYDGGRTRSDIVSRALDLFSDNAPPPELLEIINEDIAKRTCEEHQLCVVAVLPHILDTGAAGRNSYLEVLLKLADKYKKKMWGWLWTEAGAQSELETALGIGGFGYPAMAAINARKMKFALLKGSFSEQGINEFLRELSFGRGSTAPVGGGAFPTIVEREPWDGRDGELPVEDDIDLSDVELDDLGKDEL
* = called active by the depositor; ? = inconclusive; . = no result given; [ ] = another dose, or the depositor's remark.

SMILES	ARNT-TACC3 inh	Statin myotox sup	SIRT5 block	Cneo AK release	esBAF inh	miR-122 sensor	ERp5 inh
C[C@H](CO)N1C[C@H](C)[C@H](CN(C)C(=O)Nc2ccc(F)cc2)Oc2ccc(N(C)C)cc2CC1=O	2	0	5	-8	-1	0[16.7 µM]	7
CC(=O)Nc1ccc(S(=O)(=O)Nc2ccccc2N2CCOCC2)cc1	-20	-3	0	-2	8	8	4
Cc1cc(C)c(S(=O)(=O)NNC(=O)C2CCN(Cc3ccccc3)CC2)c(C)c1	-4	-1	.	-11	1	0	.
CCOC(=O)c1ccc(N2Cc3ccccc3C2)cc1O	-12	-34	-1	-2	30	-1	9
O=C(O)c1cc(S(=O)(=O)NC2CCCc3ccccc32)ccc1O (stereo unspecified)	.	3	-3	-1	-5	.	-2
COc1ccc(OC)c(/C=N/c2oc(-c3ccco3)c(-c3ccco3)c2C#N)c1	-12	-2	.	1	-5	-4	.
O=C(CC1Sc2ccccc2NC1=O)c1ccc(Br)cc1 (stereo unspecified)	1	.	.	1	.	-2	4
Cc1c(C(=O)N(Cc2nnc(-c3ccccc3Cl)o2)C2CC2)oc2ccccc12	-8	7	-3	1	13	-11	0
CCC1=NN(C(=O)c2ccc(Cl)cc2)C(O)(c2ccccc2)C1 (stereo unspecified)	-10	-24	-1	0	4	0	-2
O=C(NNC(=O)C1CCN(S(=O)(=O)c2cccc(Cl)c2)CC1)C1CC1	-2	8	7	1	-7	-4	-7
CCOc1cccc(-c2nnc(SCC(=O)Nc3cccc(OC)c3)n2N)c1	-14	0	.	6	2	6	.
O=c1c2cc(NC(=S)NCCCN3CCC(Cc4ccccc4)CC3)ccc2nc2n1CCCCC2	4	-88	0	-7	2	-12	2
COc1ccc(OCC(=O)Nc2cc(NC(=O)COc3ccc(OC)cc3)cc(C(=O)O)c2)cc1	-1	37	1	2	-5	-3	0
COc1ccc(/C=N/Nc2ncc(C(F)(F)F)cc2Cl)cc1OC	-4	.	-6	.	.	.	8
O=C(Nc1cccc(S(=O)(=O)NC2=NCCCCC2)c1)c1cc(-c2ccncc2)nc2ccccc12	-3	.	0	.	.	.	6
COc1ccccc1NC(=O)CN1CCN(c2ccccc2)CC1	1	-1	-9	1	4	1	8
N#Cc1ccc(C2=CC(=O)C[C@H](c3ccc(F)cc3)C2)cc1	0	-8	-8	-4	-5	-3	-4
COc1ccc(/C=N/NS(=O)(=O)c2ccccc2)cc1OC(=O)c1ccc(C)cc1	-2	110*	.	-2	2	-1	.
C/C(=N/NS(=O)(=O)c1ccc(Br)cc1)c1cccc(NC(=O)C2CC2)c1	.	-32	.	0	-3	12	7
CCOC(=O)c1ccccc1NC(=O)COC(=O)C1CC(=O)N(CCc2ccccc2)C1 (stereo unspecified)	-1	-14	-5	.	-2	.	-1
CCN(CC)S(=O)(=O)c1cccc(NC(=O)COC(=O)/C=C/c2ccco2)c1	-2	.	-2	-2	.	-6	15
Cc1nnc(SCC(=O)NC2(C#N)CCCCC2)n1N	.	-16	.	-1	-1	-3	2
C[C@@H]1CN([C@@H](C)CO)C(=O)c2cc(NS(=O)(=O)c3ccc(F)cc3)ccc2O[C@H]1CN(C)Cc1ccncc1	.	-11	0	7	-2	2[16.7 µM]	1
COC(=O)c1ccc(Oc2nc(NC(C)C)nc(N(C)C)n2)cc1	-5	-9	.	4	-6	-1	.
Cn1c(=O)c2ccccc2n(CC(=O)Nc2ccc3c(c2)OCCO3)c1=O	-1	-1	1	-4	7	-4	-2

Some entries already given, showing only ARNT-TACC3 inh, miR-122 sensor and ERp5 inh.
SMILES | ARNT-TACC3 inh | miR-122 sensor | ERp5 inh
CCOC(=O)c1ccccc1NC(=O)COC(=O)C1CC(=O)N(CCc2ccccc2)C1 (stereo unspecified) | -1 | . | -1
CCN(CC)S(=O)(=O)c1cccc(NC(=O)COC(=O)/C=C/c2ccco2)c1 | -2 | -6 | 15

Further results.
SMILES	ARNT-TACC3 inh	Statin myotox sup	SIRT5 block	Cneo AK release	esBAF inh	miR-122 sensor	ERp5 inh
O=C(COC(=O)c1ccc(S(=O)(=O)C(F)F)cc1)NC(=O)NC1CCCCC1	2	-1	0	0	-1	-2	10
CCn1c(CCNC(=O)c2ccc(Cl)cc2)n[nH]c1=S	-5	-2	.	5	4	-7	.
Cc1cc(C)n(-c2ccc(C(=O)NCC(=O)Nc3cc(Cl)ccc3Cl)cc2)n1	.	2	-4	-4	-4	.	-2
COc1cc(CNCCc2ccccc2)cc(Cl)c1OCc1ccccc1	-1	-20	-28	2	-8	1	-1
Cc1nc2ccccc2n1CC(=O)N/N=C\c1ccccn1	40*	0	.	2	0	-7	.
Cc1ccc(NC(=O)c2cc([N+](=O)[O-])ccc2N2CCOCC2)cc1C	5	.	-2	0	.	.	0
O=C(Cc1ccc(S(=O)(=O)N2CCOCC2)s1)Nc1cc(Cl)ccc1Cl	-3	-11	1	0	-9	1	2
CN(N)c1nc(C(F)(F)F)nc2ccccc12	-12	-4	-3	-1	-8	-5	-1
Fc1ccccc1N1CCN(C2CCCN(Cc3ccccc3C(F)(F)F)C2)CC1 (stereo unspecified)	7	3	-3	-4	6	-4	-1
CCOC(=O)c1sc(N2C(=O)C(O)=C(C(=O)c3ccco3)C2c2ccc(C)o2)nc1C (stereo unspecified)	11	33	.	0	9	.	4
NC(=O)c1cccc(-c2cnc(N)c(C(=O)c3cccnc3)n2)c1	-5	41	.	-2	-19	5	.
C[C@@H]1CN([C@@H](C)CO)C(=O)c2cccc(N(C)C)c2O[C@H]1CN(C)Cc1ccc(-c2ccccc2)cc1	-1	9	11	6	-3	-7[16.7 µM]	-2
CCSC1=C(C#N)C(c2ccc(OC)c(OC)c2)CC(=O)N1 (stereo unspecified)	-12	14	.	0	-4	0	.
COc1ccc(Br)cc1C(=O)Nc1ccc(N2CCN(S(C)(=O)=O)CC2)cc1	-1	.	.	2	22	-13	.
N#CCc1ccc(C(=O)c2ccccc2F)s1	5	.	.	0	.	5	.
CC1CC(C)CN(C(=O)CSc2nc(Cc3cccs3)nc3ccccc23)C1 (stereo unspecified)	-11	-16	.	-7	7	2	.
Cc1ccccc1CN1C[C@@H]2C[C@@H](c3cn[nH]c3-c3ccc(F)cc3)N3CCC[C@@]23C1=O	3	.	-1	.	.	.	0
NC(=O)c1c(NC(=O)COC(=O)c2ccc(O)c(Cl)c2)sc2c1CCCC2	-4	-5	2	5	8	11	2
CCN(C(=O)COC(=O)c1cc2c(s1)CCC(C)C2)c1c(N)n(Cc2ccccc2)c(=O)[nH]c1=O (stereo unspecified)	2	-1	-3	0	-7	.	-2
C/C(=N\NC(=O)Cc1cccn1C)c1ccco1	-2	.	-8	0	.	1	1
COc1cc(C)c(C)cc1S(=O)(=O)n1c(C)nc2ccccc21	-4	8	1	2	-6	-3	-8
COc1ccc(-c2csc(N(C)C(=O)c3ccco3)n2)cc1	-3	-6	-2	1	?	.	-5
CCc1cc(-c2n[nH]c(=S)n2CC)cs1	-5	-4	.	0	-2	-3	.
Cc1ccc2[nH]c(=O)c(Cc3ccccc3)c(O)c2c1	-21	.	-6	-3	-6	7	2
CC(=O)Nc1ccc(C=CC(=O)c2ccc([N+](=O)[O-])cc2)cc1	.	-7	.	1	-1	-5	-2

Some of these compounds in order of SMILES length, highest first.
SMILES	ARNT-TACC3 inh	Statin myotox sup	SIRT5 block	Cneo AK release	esBAF inh	miR-122 sensor	ERp5 inh
Cc1ccccc1CN1C[C@@H]2C[C@@H](c3cn[nH]c3-c3ccc(F)cc3)N3CCC[C@@]23C1=O	3	.	-1	.	.	.	0
COc1ccc(-c2csc(N(C)C(=O)c3ccco3)n2)cc1	-3	-6	-2	1	?	.	-5
CN(N)c1nc(C(F)(F)F)nc2ccccc12	-12	-4	-3	-1	-8	-5	-1

(list continues)
SMILES	ARNT-TACC3 inh	Statin myotox sup	SIRT5 block	Cneo AK release	esBAF inh	miR-122 sensor	ERp5 inh
Cc1cc(Nc2ccccc2)n(-c2ccccc2)n1	5	.	.	2	-2	-3	.
CC(C)NC(=O)N(C)C[C@H]1OCCCC[C@H](C)Oc2ccc(NC(=O)CCC(F)(F)F)cc2C(=O)N([C@@H](C)CO)C[C@@H]1C	-10	.	2	-1	.	-1[16.7 µM]	-2
C/C(=N\Nc1ccc(C#N)cc1[N+](=O)[O-])c1ccc(C)o1	.	.	-4	0	.	0	-3
N#CC1(N2CCN(C(=O)c3ccccc3)CC2)CCCCC1	-2	2	-4	-1	-9	-3	-2
COC(=O)CSc1nc(N2CCCCC2)c2c(c1C#N)CCCC2	-4	-6	.	7	-8	-4	.
CCc1nc(Cl)c(C#N)c2c1CCCC2	.	4	-2	4	-3	-8	-9
CN(C)c1ccc(/C=C/C=N/Nc2nc(N3CCOCC3)nc(N3CCOCC3)n2)cc1	14	10	-3	4	-2	2	6
O=C1CC(c2ccc3c(c2)OCO3)c2cc3c(cc2N1)OCO3 (stereo unspecified)	6	.	.	-2	.	-5	.
COC(=O)[C@@]1(Cc2ccccc2CN=[N+]=[N-])N=C(c2ccc(OCCCO)cc2)O[C@H]1c1ccccc1	-7	.	-1	-11	.	.	0
O=c1[nH]ncc(N/N=C/c2ccccc2)c1Cl	26	25	.	-4	-2	-2	.
COc1ccc(C2CC(=O)N(C)c3ccccc3S2)cc1 (stereo unspecified)	-5	.	-1	-1	.	-7	-1
CCOC(=O)c1cccc(C2=CC(=O)C[C@H](c3ccc(Cl)cc3)C2)c1	-7	24	-1	1	0	4	0
O=[N+]([O-])c1ccc(Cl)c(/C=N/N2CCN(Cc3ccccc3Cl)CC2)c1	6	.	.	-3	0	-1	.
CN1CC[C@]2(CCN3CCc4c(oc5ccccc45)[C@@H]3C2)N(C)C1=O	-6	5	-1	0	2	-3	4
Cc1cc(C)c(NC(=O)CSc2nncn2-c2cccnc2)c(C)c1	1	.	-3	.	.	.	-4
O=C(COC(=O)COc1ccc(Cl)cc1)NC1CCCC1	-1	33	0	0	-6	-2	-4
Cc1cccc(C)c1NC(=O)CNC(=O)Cc1ccc(Br)cc1	-22	.	-2	.	.	.	1
COc1ccccc1/C=C/C(=O)NCC(=O)N/N=C/c1ccc2c(c1)OCO2	5	-4	-2	.	-3	-5	1
CNS(=O)(=O)c1ccc(Oc2ccc(S(=O)(=O)NC)cc2)cc1	-2	.	.	-1	-11	-2	.
C[C@H]1CN([C@@H](C)CO)C(=O)Cc2cc(NC(=O)c3ccncc3)ccc2O[C@@H]1CN(C)S(=O)(=O)c1ccc(F)cc1	-11	-9	-5	-1	-1	-9[16.7 µM]	4
O=C(CNS(=O)(=O)c1ccc(Br)s1)N1CCN(c2ccc(F)cc2)CC1	0	7	0	-2	-3	-19	0
CCc1noc(C)c1C(=O)N1CCOCC1	-5	0	.	-2	2	1	.
CCN1CCN(c2nc(C)c3c(n2)CC(C)CC3=O)CC1 (stereo unspecified)	-3	.	1	.	.	.	-1
Cc1ccc(S(=O)(=O)N2C[C@]3(O)C[C@@H]4C(=O)N(c5ccccc5)C(=O)[C@@H]4C[C@]3(OC(=O)Nc3cccs3)C2)cc1	.	6	.	0	2	2	10
C[C@@H]1CN([C@H](C)CO)C(=O)c2cc(C#Cc3ccccn3)cnc2O[C@@H]1CN(C)C(=O)c1cnccn1	-1	4	1	4	2	-2[16.7 µM]	-3
O=C1CC(c2ccc(OCCCCCOc3ccc(C4CC(=O)NC4=O)cc3)cc2)C(=O)N1 (stereo unspecified)	-5	-15	-1	-4	6	-4	1
COc1ccccc1CNC(=O)Cn1c(=O)oc2cc(Cl)ccc21	3	.	-6	.	.	.	-3
Brc1ccc2c(c1)C(c1ccc(N3CCOCC3)cc1)=NNC(c1cccs1)=N2	15	0	.	0	30	22	.
Cc1ccc(C(=O)NCC2CCCO2)cc1S(=O)(=O)N1CCCCC1 (stereo unspecified)	-2	2	-2	-1	8	-4	0
